Compound activity (PubChem BioAssay)
TLR9-MyD88 inh: inhibitors of TLR9-MyD88 association in cells, primary screen, cell-based, CHO, BLA complementation, fluorescence | AID 504734, 2011 | 340,000 tested, 0.21% active | CCF4 FRET ratio | inhibition, % at 4.98 µM;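 active means inhibition above the mean over all tested compounds plus 3 SD, cut at about 21% in these data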;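 further: 0% = DMSO only wells and 100% = clavulanate BLA inhibitor control wells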
MC4R antag cAMP: MC4R antagonists of cAMP signaling, primary screen, cell-based, TR-FRET, antagonist arm of biased-ligand search; MC4R-expressing cells, MTII-stimulated cAMP, LANCE TR-FRET; inhibition, % at 6.5 µM; 360,000 tested, 0.48% active;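 active means inhibition above its plate's cutoff, the mean of tested wells on that plate plus 3 SD, cut at about 29% in these data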;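 further: 0% = Melanotan II alone and 100% = Melanotan II plus saturating MCL0020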
Target sequence (P32245 whole entry, looked up): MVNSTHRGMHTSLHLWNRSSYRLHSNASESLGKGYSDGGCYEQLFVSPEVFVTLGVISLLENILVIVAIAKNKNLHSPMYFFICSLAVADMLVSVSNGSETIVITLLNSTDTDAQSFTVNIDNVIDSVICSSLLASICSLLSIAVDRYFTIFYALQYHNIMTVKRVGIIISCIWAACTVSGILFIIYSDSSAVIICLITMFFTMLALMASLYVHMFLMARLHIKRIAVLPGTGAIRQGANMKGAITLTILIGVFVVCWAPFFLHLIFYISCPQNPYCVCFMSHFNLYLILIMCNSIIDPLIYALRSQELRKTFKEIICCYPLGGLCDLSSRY
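Test system: U2OS cells stably expressing human melanocortin 4 receptor (MC4R); also added: Melanotan II challenge; compound: 6.5 µM single dose; timing: 30-min compound preincubation, 1-h Melanotan II challenge, 1-h detection, room temperature; signal: Eu-cAMP/anti-cAMP TR-FRET, emission 671 nm; repeats: one well per compound, no replicates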
MC4R barr agon: MC4R agonists recruiting beta-arrestin, primary screen, cell-based, luminescence, agonist arm of biased-ligand search | activation, % at 8.9 µM | 360,000 tested, 0.98% active | U2OS MC4R beta-arrestin complementation; percent of melanotan II response, DMSO zero | Melanocortin receptor 4 (Homo sapiens), P32245;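 active means activation above a per-plate cutoff, the mean activation of sample wells on that plate plus 3 SD, cut at about 8% in these data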
aDG glyco act: activators of alpha-DG glycosylation, primary screen, uHTS, Pro5-aDG cells, AlphaScreen | alpha-DG glycosylation AlphaScreen (IIH6); 0% Pro5, 100% B10-LARGE cell signal | 360,000 tested, 0.22% active | activation, % at 10 µM | AID 624168, 2012;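 active means activation of at least 8% versus controls, or a plate z-score of at least 8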;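 further: Pro5 are CHO cells carrying HIG-tagged alpha-DG that lacks glycosylation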
Granule exo inh: LAMP-1 surface exposure blockers, TALL-104 cells – cell-based, flow cytometry, MLPCN library, primary screen; TALL-104 LAMP-1 surface exposure; cells stimulated with thapsigargin and PMA; inhibition, % at 10 µM; 360,000 tested, 0.66% active; AID 651702, 2012;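 active means inhibition above about 55%, limit read from the data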
Vif imaging: HIV Vif self-association inhibitors, primary screen, imaging, HEK293T, single point; HEK293T cells, Vif self-association by quenched fluorescence, 24 h; inhibition, % at 7.49 µM; 340,000 tested, 0.35% active; AID 602346, 2012; in the data active means inhibition above about 50%, passing the limit was not always enough; further: some results filed as inactive read as strong as hits
ABHD5-PLIN5 inh: ABHD5-PLIN5 interaction inhibitors, primary screen, cell lysate, split luciferase complementation, luminescence; Split G. princeps luciferase complementation, 4 h; inhibition, % at 4 µM; 360,000 tested, 0.78% active; AID 602281, 2012;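 active means inhibition above the mean inhibition across every tested compound plus 3 SD, cut at about 22% in these data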;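 further: 0% = DMSO only wells and the 100% control is not disclosed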
NOD2 RIPK2 PPI: NOD2-RIPK2 binding disruptors in cells, primary screen, fluorescence, CHO cells, BLA complementation. 360,000 tested, 0.38% active. CCF4 ratio. inhibition, % at 4.98 µM. AID 624267, 2012; in the data active means inhibition above about 21%;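 further: 0% = vehicle only and 100% = reference blocker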
Target sequence (O43353 whole entry, looked up): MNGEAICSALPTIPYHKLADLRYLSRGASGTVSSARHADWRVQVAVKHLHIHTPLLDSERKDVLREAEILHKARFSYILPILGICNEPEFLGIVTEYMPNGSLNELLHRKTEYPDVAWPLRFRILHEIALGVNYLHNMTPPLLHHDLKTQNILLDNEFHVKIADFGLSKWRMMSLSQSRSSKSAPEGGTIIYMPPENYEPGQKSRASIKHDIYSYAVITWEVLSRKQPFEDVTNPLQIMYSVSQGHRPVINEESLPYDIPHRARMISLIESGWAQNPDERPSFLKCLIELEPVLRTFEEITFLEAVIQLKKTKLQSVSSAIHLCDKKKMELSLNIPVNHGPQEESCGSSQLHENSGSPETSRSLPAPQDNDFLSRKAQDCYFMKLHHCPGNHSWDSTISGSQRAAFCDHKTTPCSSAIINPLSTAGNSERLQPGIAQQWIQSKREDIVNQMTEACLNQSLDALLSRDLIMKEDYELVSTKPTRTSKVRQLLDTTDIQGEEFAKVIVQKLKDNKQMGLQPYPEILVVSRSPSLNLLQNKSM
N-glyco inh: increase of ERlucT glycosylation luciferase signal, primary screen, N-linked glycosylation inhibitor project, D54 ERlucT cells, luminescence, set 2; D54 ERlucT glycosylation luciferase reporter, 24 h; percent of 100 nM tunicamycin response; reporter increase, % at 12.5 µM; 360,000 tested, 0.23% active; AID 588692, 2011;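 active means mean luciferase reporter signal, scaled so untreated is 0 and the glycosylation-blocking control 100, at or above a set limit in every replicate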;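 further: luciferase carries N-glycosylation sites so blocking glycosylation raises the light; 0% = median of neutral control wells and 100% = median of 100 nM tunicamycin wells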
ABCB6 inh MLPCN: ABCB6 transporter inhibitors, primary screen, K562-ABCB6 cells, flow cytometry, MLPCN library; K562-ABCB6 porphyrin accumulation, 1 h; stronger effect = lower value; fluorescence ratio to DMSO, % at 10 µM; 360,000 tested, 0.19% active;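 active means fluorescence ratio to DMSO below 75%, the collection mean minus 3 SD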;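 further: signal is porphyrin accumulated inside mitochondria; 100% equals median channel fluorescence of DMSO control wells; lower ratio means ABCB6 inhibition with less porphyrin fluorescence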
* hit, by the source's call; x = not tested or not shown. Not all compounds are listed. The share of hits here may be higher or lower than overall.

[1] CC(C)OC(=O)N(C)C[C@H]1OCc2cnnn2CCCC(=O)N([C@@H](C)CO)C[C@H]1C
[2] O=S(=O)(c1cccc(F)c1)N1CCN(c2nc(-c3cccnc3)nc3ccccc23)CC1
[3] CCN(CC)CCn1c(NCc2ccc3c(c2)OCO3)nc2ccccc21
[4] COc1ccc(CCCNC(=O)C2Cc3c(-c4ccccc4)ccnc3O2)cc1 (configuration not stated)
[5] COc1ccccc1CNC(=O)c1cc(C)nn1-c1ccccc1
[6] COc1ccc(C(C(=O)NC2CCCC2)N(C(=O)c2csnn2)C2CC2)cc1 (configuration not stated)
[7] NC(=O)CC(NC(=O)c1ccc(Br)cc1)c1ccc(NCc2ccc(F)cc2)c([N+](=O)[O-])c1 (configuration not stated)
[8] C=CCNC(=O)C1CCC(C(=O)NCC=C)CC1 (configuration not stated)
[9] C=CCOC(=O)C1=C(C)Nc2nnnn2C1c1ccc(OC)cc1OC (configuration not stated)
[10] CCN(CC)CCCN1C(=O)C(=O)/C(=C(/O)c2ccc(C)cc2)C1c1ccccn1 (configuration not stated)
assay / entry	1	2	3	4	5	6	7	8	9	10
TLR9-MyD88 inh	5	-12	-10	x	-14	4	-1	-4	-7	1
MC4R antag cAMP	2	21	11	0	25	1	11	7	1	5
MC4R barr agon	1.1	-0.9	-0.8	3.4	-0.1	1.2	1.8	1.1	-0.7	1.3
aDG glyco act	-0.3	-0.7	-0.5	-0.4	0.3	-0.1	0.1	0.1	0.0	-0.3
Granule exo inh	-1	4	-1	6	0	0	-2	1	2	2
Vif imaging	-2	11	6	0	-3	0	x	1	8	x
ABHD5-PLIN5 inh	6	-1	8	-9	0	3	3	-2	2	0
NOD2 RIPK2 PPI	-3	11	4	2	-7	-5	1	4	0	-10
N-glyco inh	0	0	-2	3	-1	-2	2	1	0	2
ABCB6 inh MLPCN	102	92	92	95	100	104	104	98	99	90

[11] O=C(c1ccco1)N1CCN(Cc2nnnn2C2CCCCC2)CC1
[12] COc1ccc(-c2nc3ncccn3c2Nc2ccc3c(c2)OCCO3)cc1
[13] COC(=O)C1C(=O)C2=C(CC1C)NC(C)=C(C(=O)OCCOc1ccccc1)C2c1ccc(C)o1 (configuration not stated)
[14] COc1cc(CNc2ncnc3c2ncn3[C@H]2CN(CCc3ccccc3)C[C@@H](CO)O2)cc(OC)c1OC
[15] COc1ccc(OC)c(C2C(C(C)=O)=C(O)C(=O)N2Cc2cccnc2)c1 (configuration not stated)
[16] Cc1ccc(CCN2C(Nc3ccccc3)=NC[C@@H]2C)cc1
[17] CCN(Cc1nc2cc(Cl)ccc2c(=O)[nH]1)C(=O)c1ccc(C)c(NC(=O)c2ccco2)c1
[18] O=C(Cc1ccc(Cl)cc1)Nc1ccccc1C(=O)Nc1ccc(C(=O)O)cc1
[19] C=CCC(CC(O)COCCC)C(=O)NNC(=S)Nc1ccccc1 (configuration not stated)
[20] O=[N+]([O-])c1ccc(CSc2ccc(-c3ccccn3)nn2)cc1
assay / entry	11	12	13	14	15	16	17	18	19	20
TLR9-MyD88 inh	-8	-2	-5	x	-1	8	1	3	0	-2
MC4R antag cAMP	4	4	4	8	-2	14	10	8	16	5
MC4R barr agon	-1.3	-0.5	-0.2	-0.6	0.8	-2.2	-1.1	0.0	3.8	-2.1
aDG glyco act	0.1	0.1	0.2	0.0	-0.2	0.1	0.1	-0.4	0.7	0.3
Granule exo inh	-1	-3	-3	-18	0	-6	0	1	3	-2
Vif imaging	5	x	-2	-11	7	-4	-3	19	0	23
ABHD5-PLIN5 inh	-6	0	-5	1	-16	1	2	-1	-6	3
NOD2 RIPK2 PPI	-3	-12	-13	-5	-2	0	2	-4	-9	-5
N-glyco inh	0	1	-4	4	0	1	-1	1	2	-1
ABCB6 inh MLPCN	99	98	98	89	103	91	94	98	93	98

[21] Cc1cccc(N(CC(=O)N2CCc3ccccc3C2)S(C)(=O)=O)c1C
[22] Cc1ccc(N2C(=O)C3N=NN(CC(=O)N4N=C(c5cccc6ccccc56)CC4c4ccccc4)C3C2=O)cc1 (configuration not stated)
[23] COc1ccc(Cl)cc1NC(=O)C1CSC(c2ccncc2)=N1 (configuration not stated)
[24] O=C1CC(c2ccccc2)Oc2cc(O)cc(O)c21 (configuration not stated)
[25] C[C@@H]1CN([C@H](C)CO)S(=O)(=O)c2ccc(Br)cc2O[C@@H]1CN(C)C(=O)Nc1ccc(C(F)(F)F)cc1
[26] Oc1ccc(/C=N/n2c(-c3ccccc3)n[nH]c2=S)cc1
[27] Cc1ccc(S(=O)(=O)Cc2cc(-c3ccc(Cl)cc3)no2)cc1
[28] Cc1ccc2c(c1)C1C[N+](C)(CC(=O)Nc3ccccc3Cl)CCC1N2C(=O)c1ccccc1Cl (configuration not stated)
[29] CCc1nc(SCc2ccc(Cl)cc2)n[nH]1
[30] O=C(Nc1ccccc1Cl)c1cccc(NC(=O)C2C3CC4OC(=O)C2C4C3)c1 (configuration not stated)
assay / entry	21	22	23	24	25	26	27	28	29	30
TLR9-MyD88 inh	-8	-2	4	0	-1	-1	10	-8	7	-5
MC4R antag cAMP	10	1	15	-7	13	5	9	23	6	0
MC4R barr agon	1.2	0.2	1.2	-0.2	0.6	-1.8	0.4	-1.5	-0.2	-0.9
aDG glyco act	0.1	-0.3	-0.1	-0.1	-0.2	0.0	-0.2	0.0	0.1	0.1
Granule exo inh	-4	0	0	-7	3	-1	-13	-13	-4	2
Vif imaging	18	-1	-3	29	0	-4	5	25	6	0
ABHD5-PLIN5 inh	-5	-4	-2	1	-9	-8	-4	8	-2	4
NOD2 RIPK2 PPI	-14	-2	4	-5	11	-11	-1	5	-13	-5
N-glyco inh	0	0	1	-4	-3	0	-2	3	-1	0
ABCB6 inh MLPCN	105	86	104	107	99	101	103	97	92	96

[31] CC(C)(CO)CN1CCC(n2nccc2NC(=O)C2CCCC2)CC1
[32] O=C(COC(=O)C1CCN(S(=O)(=O)c2ccc3c(c2)OCCO3)CC1)Nc1ccccc1OC(F)F
[33] Cc1cc(C(=O)NCCCN2CC(C)CC(C)C2)n(-c2ccccc2)n1 (configuration not stated)
[34] O=C(Nc1ccc(Cl)c(C(F)(F)F)c1)[C@@H]1CC=C[C@@H]2CCN(Cc3ccccc3)C(=O)[C@@H]21
[35] CC1(c2ccccc2)CC(C)(C)N2C(=O)/C(=C3\SC(=S)NC3=O)c3cccc1c32 (configuration not stated)
[36] CC(=O)c1noc(C)c1C(=O)Nc1nccs1
[37] COc1cc(/C=C/C(=O)NC(C)CCc2ccccc2)cc(OC)c1OC (configuration not stated)
[38] O=c1cc(N2CCOCC2)[nH]c(=O)n1Cc1ccc(F)cc1
[39] C/C(=N\Nc1ccc(Cl)c(C(=O)O)c1)c1ccc2c(c1)OCO2
[40] O=C(NC(=S)NCC1CCCO1)c1ccc([N+](=O)[O-])cc1 (configuration not stated)
assay / entry	31	32	33	34	35	36	37	38	39	40
TLR9-MyD88 inh	-5	-8	-4	-2	-4	-4	-20	-1	-4	6
MC4R antag cAMP	3	9	0	13	18	7	1	-3	5	2
MC4R barr agon	-3.5	-2.5	-0.4	1.7	-2.3	1.6	0.7	-0.8	-0.1	-2.2
aDG glyco act	0.1	-0.2	-0.1	0.1	0.3	-0.1	0.6	-0.1	-0.4	0.3
Granule exo inh	10	0	-3	-2	-1	-4	-17	-3	-2	-7
Vif imaging	x	1	x	-5	x	-3	-4	x	-6	4
ABHD5-PLIN5 inh	-5	1	3	6	4	5	4	10	-1	-4
NOD2 RIPK2 PPI	4	13	-3	1	3	4	-6	6	3	5
N-glyco inh	x	3	-2	3	0	1	4	1	1	1
ABCB6 inh MLPCN	95	100	98	100	100	88	83	99	99	94

[41] O=C(NCN1C(=O)C2C3C=CC(C3)C2C1=O)Nc1nccs1 (configuration not stated)
[42] COc1cccc(CCc2nnc(CCC(=O)N(C)C3CC(C)(C)NC(C)(C)C3)o2)c1
[43] COC(=O)C(C)NC(=O)C1CCCN1S(=O)(=O)c1cc(C)c(Cl)cc1C (configuration not stated)
[44] COc1ccc(NC(=O)c2cnc(C)cn2)cc1-n1cnnn1
[45] CN(C)c1nc(-c2ccccc2)cc(C(F)(F)F)c1C#N
[46] CCN(CC(=O)NC1CCS(=O)(=O)C1)c1nc(-c2ccccc2)nc2ccccc12 (configuration not stated)
[47] O=[N+]([O-])c1ccc(Cl)c(/C=N/N2CCN(c3ccccc3)CC2)c1
[48] O=C(NCC1CCCO1)c1c(O)c2c([nH]c1=O)CCCC2 (configuration not stated)
[49] CNc1nc2[nH]c(=O)c3c(c2s1)OC(N)=C(C#N)C3c1ccccc1 (configuration not stated)
assay / entry	41	42	43	44	45	46	47	48	49
TLR9-MyD88 inh	-9	-3	-9	1	0	-4	-1	-2	3
MC4R antag cAMP	11	2	-1	2	8	1	-6	14	-10
MC4R barr agon	0.0	-2.4	-1.0	-2.0	5.1	-1.6	0.9	-1.3	-1.8
aDG glyco act	-0.2	0.1	0.2	-0.4	0.4	-0.1	-0.3	-0.3	-0.2
Granule exo inh	5	-3	-3	1	1	4	4	-4	0
Vif imaging	26	-4	-5	2	-2	-3	5	28	-1
ABHD5-PLIN5 inh	3	-2	1	-2	-6	7	0	-7	-25
NOD2 RIPK2 PPI	10	-7	2	-6	-8	-4	-13	-4	-1
N-glyco inh	1	2	1	1	-1	-1	3	1	2
ABCB6 inh MLPCN	147	101	94	83	103	94	100	84	102

Single values from the entries so far.
MC4R barr agon with compound 27 : 0.4
TLR9-MyD88 inh with compound 30 : -5
ABCB6 inh MLPCN with compound 2 : 92
ABHD5-PLIN5 inh with compound 44 : -2

One compound at a time, from the list above. Screens in order: TLR9-MyD88 inh | MC4R antag cAMP | MC4R barr agon | aDG glyco act | Granule exo inh | Vif imaging | ABHD5-PLIN5 inh | NOD2 RIPK2 PPI | N-glyco inh | ABCB6 inh MLPCN
`CN(C)c1nc(-c2ccccc2)cc(C(F)(F)F)c1C#N` across the screens: 0 | 8 | 5.1 | 0.4 | 1 | -2 | -6 | -8 | -1 | 103
`COc1cccc(CCc2nnc(CCC(=O)N(C)C3CC(C)(C)NC(C)(C)C3)o2)c1` across the screens: -3 | 2 | -2.4 | 0.1 | -3 | -4 | -2 | -7 | 2 | 101
`O=C(NCC1CCCO1)c1c(O)c2c([nH]c1=O)CCCC2` (configuration not stated) across the screens: -2 | 14 | -1.3 | -0.3 | -4 | 28 | -7 | -4 | 1 | 84
`O=C(NCN1C(=O)C2C3C=CC(C3)C2C1=O)Nc1nccs1` (configuration not stated) across the screens: -9 | 11 | 0.0 | -0.2 | 5 | 26 | 3 | 10 | 1 | 147
`CNc1nc2[nH]c(=O)c3c(c2s1)OC(N)=C(C#N)C3c1ccccc1` (configuration not stated) across the screens: 3 | -10 | -1.8 | -0.2 | 0 | -1 | -25 | -1 | 2 | 102
